High-throughput results deposited in PubChem BioAssay by several laboratories.
hgDAF12 agonist: H. glycines DAF-12 receptor agonists, primary screen, cell-based, luminescence, HEK293, GAL4 fusion, UAS-luciferase; Nuclear hormone receptor DAF-12 (Heterodera glycines), GAL4 fusion; HEK293 GAL4-hgDAF12 UAS-luciferase reporter, agonist luminescence; normalized to butyrate control; activation, % at 6.8 µM; hit rate 1.8% among 370,000;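 active = activation above a cutoff set at the mean of all screened compounds plus 3 SD, cut at about 10% in these data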;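 note: 0% = DMSO wells and 100% = sodium butyrate wells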
NPR1 activator: GC-A stimulated cGMP production enhancers – HEK293 GC-A cells, cGMP TR-FRET, EC30 ANP, primary screen. Atrial natriuretic peptide receptor 1 (Homo sapiens), P16066. 0% at EC30 ANP, 100% saturating ANP. activation, % at 10 µM. hit rate 0.14% among 370,000; in the data active = activation above about 40%
SMARCA2 act: SMARCA2 (BRM) function activators, primary screen, cell-based, luminescence, high throughput; MG213 cells, MMTV-luciferase reporter, dexamethasone, overnight; activation, % at 9.1 µM; hit rate 1% among 370,000; in the data active = activation above about 7.8%;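 note: 0% = vehicle wells and 100% = reference activator wells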
DAX1 inh-1: DAX1 (NR0B1) inhibitors on StAR promoter, primary screen, cell-based, luminescence, SF-1 (NR5A1), full-length DAX-1. HEK293T StAR-luciferase reporter, SF-1/DAX-1 repression relief. inhibition, % at 6.8 µM. hit rate 1.1% among 370,000. AID 652010, 2013;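 active = inhibition above the mean over all tested compounds plus 3 SD, cut at about 3.6% in these data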;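 note: 0% = DAX-1 cells with DMSO and 100% = cells lacking DAX-1 with DMSO; higher inhibition means more luminescence from relief of DAX-1 repression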
hcDAF12 agonist: H. contortus DAF-12 nuclear receptor activators, primary screen, cell-based, luminescence, HEK293, lit1-tk-luc reporter; activation, % at 6.8 µM; HEK293 hcDAF-12 lit1-tk-luc reporter; 0% DMSO, 100% Δ7-dafachronic acid; hit rate 1.4% among 370,000; AID 652067, 2013;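 active = activation above the mean of all tested compounds plus 3 SD, cut at about 5.5% in these data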;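 note: 100% = response to 3 µM Δ7-dafachronic acid high control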
PG9 binder: binders of HIV-1 gp120 antibody PG9, primary screen, biochemical, TR-FRET | hit rate 0.43% among 360,000 | AID 624416, 2012 | inhibition, % at 6.7 µM | TR-FRET gp120-PG9 antibody binding; in the data active = inhibition above about 8.5%
DAX1 inh-2: DAX1 (NR0B1) inhibitors, primary screen, cell-based, HEK293, Gal4-DAX1, luciferase luminescence; HEK293 Gal4-DAX1 luciferase reporter; Nuclear receptor subfamily 0 group B member 1 (Homo sapiens), P51843; inhibition, % at 6.75 µM; AID 504766, 2011; hit rate 0.99% among 340,000;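 active = inhibition above the mean over all tested compounds plus 3 SD, cut at about 4.2% in these data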;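 note: 0% = DAX1-transfected cells with DMSO and 100% = empty-vector control cells with DMSO; inhibition shows as a rise in luminescence from relieved DAX1 repression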
Target sequence (P51843 207-470 limits assumed): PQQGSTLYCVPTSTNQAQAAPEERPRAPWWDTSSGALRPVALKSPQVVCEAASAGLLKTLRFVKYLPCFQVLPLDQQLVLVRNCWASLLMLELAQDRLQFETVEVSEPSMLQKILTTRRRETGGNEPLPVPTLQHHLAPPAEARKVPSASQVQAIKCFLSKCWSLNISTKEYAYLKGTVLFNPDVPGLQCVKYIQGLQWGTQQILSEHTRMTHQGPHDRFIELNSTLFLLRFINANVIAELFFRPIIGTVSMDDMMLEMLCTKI
ssDAF12 agonist: S. stercoralis DAF-12 nuclear receptor activators, primary screen, cell-based, luminescence, HEK293, GRIP1 co-expression, lit1-tk-luc | Nuclear hormone receptor DAF-12 (Strongyloides stercoralis) | HEK293 ssDAF-12/GRIP1 lit1-tk-luc reporter; % of 3 µM dafachronic acid response | activation, % at 6.8 µM | hit rate 1% among 370,000 | AID 652126, 2013;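 active = activation above the mean over all tested compounds plus 3 SD, cut at about 0.9% in these data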;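 note: 0% = DMSO-only wells and 100% = 3 µM delta7-dafachronic acid wells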
ADAM10 inh: human ADAM10 inhibitors, primary screen, biochemical, QFRET, HTS; Disintegrin and metalloproteinase domain-containing protein 10 (Homo sapiens), O14672; recombinant ADAM10, EDANS/DABCYL FRET peptide cleavage, 3 h; inhibition, % at 7 µM; hit rate 0.62% among 370,000; AID 720582, 2013;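 active = inhibition above a per-campaign cutoff equal to the mean of compounds falling between control-based bounds plus 3 SD, cut at about 20% in these data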;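 note: 0% = DMSO wells while the 100% control is not disclosed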
FXN GAA850 act: FXN promoter activators, primary screen, cell-based, luciferase luminescence, HEK293 lucGAA850. HEK293 lucGAA850 FXN promoter luciferase reporter, 24 h; percent of 10 µM SAHA response. AID 540364, 2011. hit rate 0.56% among 360,000. activation, % at 6 µM;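 active = activation above the average of all compounds screened plus 3 SD, cutoff fixed separately per campaign, cut at about 7.5% in these data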;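 note: 0% = DMSO wells and 100% = 10 µM SAHA wells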
ADAM17 inh: ADAM17 inhibitors, primary screen, biochemical, QFRET; recombinant ADAM17, EDANS/DABCYL FRET peptide cleavage; inhibition, % at 6.95 µM; hit rate 0.83% among 370,000;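 active = inhibition above the mean of compounds lying between control limits plus 3 SD, set per campaign, cut at about 8.5% in these data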;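 note: 0% = DMSO-only wells as the low control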
Target sequence (P78536 215-824 limits assumed): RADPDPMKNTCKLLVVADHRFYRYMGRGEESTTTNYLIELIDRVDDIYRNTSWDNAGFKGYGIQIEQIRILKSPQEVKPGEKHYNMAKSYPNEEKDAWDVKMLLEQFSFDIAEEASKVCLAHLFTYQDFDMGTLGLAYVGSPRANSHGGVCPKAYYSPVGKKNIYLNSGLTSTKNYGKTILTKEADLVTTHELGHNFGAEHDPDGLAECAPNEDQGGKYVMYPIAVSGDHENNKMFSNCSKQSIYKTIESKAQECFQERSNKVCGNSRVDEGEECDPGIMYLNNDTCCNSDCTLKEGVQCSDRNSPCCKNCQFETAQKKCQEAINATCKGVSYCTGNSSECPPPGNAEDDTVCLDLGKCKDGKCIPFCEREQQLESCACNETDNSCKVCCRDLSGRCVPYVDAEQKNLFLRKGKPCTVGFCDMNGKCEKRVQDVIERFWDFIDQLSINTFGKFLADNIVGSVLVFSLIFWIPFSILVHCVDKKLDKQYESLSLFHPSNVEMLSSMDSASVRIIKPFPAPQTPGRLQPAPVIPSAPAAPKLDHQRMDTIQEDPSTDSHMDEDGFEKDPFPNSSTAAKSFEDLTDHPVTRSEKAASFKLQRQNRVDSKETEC
* hit, by the source's call; . = no result given.

Start of the listing, in advance, two compounds:
No.	molecule	hgDAF12 agonist	NPR1 activator	SMARCA2 act	DAX1 inh-1	hcDAF12 agonist	PG9 binder	DAX1 inh-2	ssDAF12 agonist	ADAM10 inh	FXN GAA850 act	ADAM17 inh
1	Cn1c(=O)c2c(nc(CN3CCc4ccccc4C3)n2Cc2cccc(Cl)c2)n(C)c1=O	-1.1	-9	1	-0.2	2.2	-3.5	0.9	-0.7	-27	-0.2	-5
2	COc1cccc(NC(=S)NC(=O)Cc2ccc(Cl)cc2)c1	-1.7	-6	-1	0.0	-0.4	-2.5	0.0	-1.4	12	1.4	6

Main list, repeating the preview:
No.	molecule	hgDAF12 agonist	NPR1 activator	SMARCA2 act	DAX1 inh-1	hcDAF12 agonist	PG9 binder	DAX1 inh-2	ssDAF12 agonist	ADAM10 inh	FXN GAA850 act	ADAM17 inh
1	Cn1c(=O)c2c(nc(CN3CCc4ccccc4C3)n2Cc2cccc(Cl)c2)n(C)c1=O	-1.1	-9	1	-0.2	2.2	-3.5	0.9	-0.7	-27	-0.2	-5
2	COc1cccc(NC(=S)NC(=O)Cc2ccc(Cl)cc2)c1	-1.7	-6	-1	0.0	-0.4	-2.5	0.0	-1.4	12	1.4	6
3	O=C(NC1CC1)c1ccc2sc([C@H]3C[C@H](O)[C@@H](CO)O3)nc2c1	-3.1	5	-7	0.2	1.4	0.1	.	-0.9	-8	3.5	-8
4	CCOC(=O)c1c(CCl)nc2ccccc2c1C	1.1	5	-4	-0.1	2.5	-1.1	0.3	0.9	-9	-0.1	-4
5	O=c1oc(-c2cccs2)nc2sc3c(c12)CCCC3	0.6	-3	-2	0.4	-0.1	0.1	0.1	-1.3	-1	-1.1	-4
6	CC(C)CCNS(=O)(=O)c1ccc(-c2ccc(S(=O)(=O)NCCC(C)C)cc2)cc1	-3.2	1	0	-1.1	-2.0	-0.9	-0.8	-1.2	2	-1.8	0
7	O=C(Nc1cccnc1)c1ccccc1F	0.4	2	-2	-0.1	-0.8	0.3	0.5	-1.2	-3	-1.2	-7
8	CC(C)CN(C(=O)CSc1nc2ccccc2o1)c1c(N)n(Cc2ccccc2)c(=O)[nH]c1=O	-3.1	-8	-3	-0.7	-0.5	-0.2	0.1	-1.7	-3	-4.8	-2
9	c1ccc(-c2nnc(SCc3cn4ccsc4n3)o2)cc1	1.6	-5	-4	1.4	0.1	-1.5	-0.3	-0.4	11	3.2	2
10	COc1ccc2oc(C(=O)NC3(C)CCS(=O)(=O)C3)c(C)c2c1 (configuration not stated)	0.4	0	-1	-1.5	-1.5	0.1	-0.1	-1.4	-153	1.0	-50
11	COc1ccc2[nH]cc(CCNC(=O)c3ccc4ccccc4n3)c2c1	-0.3	-2	-3	-0.6	4.6	-1.7	-0.8	0.3	3	0.9	-2
12	Cc1ccc(/C=N/NC(=O)CCCOc2ccc(Cl)cc2Cl)cc1[N+](=O)[O-]	-0.1	2	-1	-0.8	0.4	0.1	-1.0	-0.9	-1	-2.6	-6
13	CC(C)(O)c1[nH]c2cc(F)ccc2c1C(C)(C)O	3.5	-3	0	0.7	5.7*	0.3	1.2	0.0	-10	0.9	-2
14	COc1ccc(NC(=S)NNC(=O)OC(C)(C)C)cc1OC	1.1	0	4	-0.3	-1.3	-4.1	0.3	-1.6	8	0.1	0
15	CC(C)n1cc(CN2CCCC(C(=O)Nc3cccc(-c4cc5ccccc5[nH]4)c3)C2)cn1 (configuration not stated)	0.5	-5	-1	-2.5	-1.6	-2.9	0.6	-1.1	-18	-0.1	-7
16	CCC(CO)Oc1cc(NCc2cc(C)cc(C)c2)c2ncn(C(C)C)c2c1 (configuration not stated)	-0.9	-2	0	-0.5	-1.4	-0.8	-0.7	-1.3	0	-0.2	-1
17	Cc1ccc(N2CC(C(=O)OCc3ccccc3F)CC2=O)cc1 (configuration not stated)	-4.3	-2	1	0.2	-1.8	-1.0	-0.8	-0.6	3	3.0	1
18	COc1cc(C(=O)NC(=S)Nc2ccc(Cl)cn2)cc(OC)c1OC	1.4	3	-3	0.1	0.8	-2.2	0.5	-1.1	-5	-0.3	1
19	C/C(=N\N1CCN(c2ccc(Cl)cc2)CC1)c1ccco1	-0.6	2	-1	-0.2	-2.6	-2.4	-0.4	-1.3	5	1.2	-2
20	O=C(COC(=O)C1CC2C=CC1C2)Nc1ccccc1 (configuration not stated)	1.4	0	-3	0.2	2.5	-0.3	-0.9	-0.5	0	2.0	1
21	COc1ccc(OC)c(-n2c(=S)[nH]c3cc(C(=O)NCCCN4CCCC4=O)ccc3c2=O)c1	-0.5	0	-3	0.3	-2.3	2.2	.	-1.1	-5	.	-5
22	CCN(CC)C(=O)c1cn(CC)c(=O)c2cc(OC)c(OC)cc12	-1.3	0	0	-0.5	-2.2	0.3	0.3	-0.1	-15	0.4	-4
23	O=C(NOCc1ccccc1)c1cccc([N+](=O)[O-])c1	3.1	-1	4	1.4	1.4	-3.0	1.7	0.0	-16	1.5	-5
24	O=C(NCCc1ccccc1)c1nc(-c2cccs2)no1	11*	5	4	0.5	2.4	-1.2	-0.7	0.2	4	2.9	2
25	COc1ccc(-c2cc(C(F)(F)F)nc(N3CCCCCC3)n2)cc1	-0.6	-3	0	-0.6	-1.2	0.1	-0.4	-1.2	-9	1.4	0
26	COc1ccc(CCNC(=O)Nc2nc(C(N)COCc3ccccc3)cs2)cc1OC (configuration not stated)	-1.6	-11	0	-1.1	-2.1	0.2	.	-0.4	-11	1.6	-5
27	CCSc1c(C(=O)NC)ccc2c1C(=O)c1ccccc1C2=O	0.1	5	1	-0.4	-0.3	0.5	0.5	-1.0	3	1.0	-2
28	Cc1ccc(C2(C)NC(=O)N(CCOc3ccccc3)C2=O)cc1 (configuration not stated)	-0.9	3	1	0.5	-0.8	1.0	-0.6	-1.1	-5	-0.9	1
29	CC(C)(C)c1ccc(CN(Cc2ccccc2)C(c2ccccn2)c2nnnn2C(C)(C)C)cc1 (configuration not stated)	1.9	0	-3	-0.7	-1.6	-1.6	-0.2	-0.8	-2	-0.8	0
30	O=C(CS(=O)(=O)c1ccccc1)Nc1nc(-c2ccc(F)cc2)cs1	-1.6	20	-3	0.9	-2.4	-1.6	0.8	-1.3	11	0.9	6
31	S=C1NCN(Cc2ccco2)CN1	1.2	1	0	0.1	-0.2	1.5	0.2	-2.2	-6	0.6	-2
32	CC(=O)c1cc(CN2CCN(C3CCCCC3)C(CCO)C2)cs1 (configuration not stated)	-0.3	7	2	-0.5	-0.9	-2.4	-0.7	-1.6	6	1.2	-4
33	C/C(=N\NC(=S)NCc1ccccc1)c1ccc2ccccc2c1OC(F)F	0.1	-2	-5	-1.4	-2.7	0.9	0.3	-2.1	18	0.9	12*
34	COc1ccccc1NC(=O)N1CCCC1C(=O)NCc1ccc(F)cc1 (configuration not stated)	0.7	3	-3	-0.6	-0.4	0.1	-0.2	-1.3	-8	-1.6	-4
35	COC(=O)c1cccc(NC(=O)c2ccccc2)c1	2.8	-1	-2	0.8	1.0	2.6	2.1	-1.1	-5	-0.4	-4
36	CSc1ccc(CN(C)CC(=O)Nc2c(F)cccc2F)cc1	-1.7	0	-3	-0.7	-0.4	0.1	-0.2	-1.8	2	-0.6	2
37	CCc1c(C)nc(N)nc1Cl	0.5	2	-2	0.2	0.5	0.9	0.7	-0.8	-2	-1.7	3
38	Cc1ccc(S(=O)(=O)N(CC(=O)O)Cc2ccco2)cc1	2.3	1	0	0.0	-0.7	0.8	-0.8	-0.5	-3	2.0	-2
39	CC1(C(=O)Nc2ccc(Cl)c(Cl)c2)CCN1C(=O)CC(c1ccccc1)c1ccccc1 (configuration not stated)	-0.4	-1	-2	-1.1	1.7	0.7	.	-1.5	-1	2.1	-1
40	COc1ccc([C@H]2[C@H](C(=O)C(C)(C)C)N3N=Cc4ccccc4C3C23C(=O)OC(C)(C)OC3=O)cc1 (some centres not stated)	-1.4	-1	-6	0.3	-1.0	0.1	0.8	-1.2	-11	4.0	-5
41	N#CC1(Cc2ccc(Cl)cc2)c2ccccc2C=CN1C(=O)c1ccccc1 (configuration not stated)	0.7	-7	-1	-1.0	-0.5	-0.3	0.1	-1.4	19	1.4	5
42	Nn1c(Cc2cccc3ccccc23)nnc1SCc1ccccc1Cl	-1.0	-1	-1	0.4	-2.0	-1.9	-0.8	-1.8	1	0.5	0
43	CCCn1nc(C(=O)NC2CCCC2)c2ccccc2c1=O	-0.7	-1	0	0.1	-0.4	-0.6	-0.1	-1.5	-2	0.2	0
44	CCc1cc(=O)[nH]c(SCC(=O)N2CCCC2)n1	0.1	5	-1	-0.9	1.4	0.4	0.1	-0.8	-7	-0.5	-2
45	O=c1[nH]c(=S)[nH]c2c1[C@H](CCc1cccc(Cl)c1)O[C@H](C1CCCC1)C2	0.0	0	-2	-0.4	-2.7	0.3	.	-0.8	13	.	5
46	COc1ccccc1NC(=O)Cn1c(CN2CCCCC2)nc2ccccc2c1=O	0.0	2	-2	0.3	0.1	0.9	-0.5	-0.7	-1	-0.8	2
47	Cc1ccc2nc(Nc3ccc(C)c(Cl)c3)c3nncn3c2c1	-0.8	-8	-1	-0.2	0.5	-0.5	-0.2	-0.9	1	-0.3	1
48	COc1ccnc(N2CCN(c3ccccc3)CC2)c1C#N	3.3	4	-3	0.0	-0.2	-0.3	0.0	-1.0	7	3.3	-4
49	Nc1ccc(Oc2ccc3c(c2)C(=O)N(CC2CCCO2)C3=O)cc1 (configuration not stated)	-2.3	5	-9	-0.1	-2.9	1.3	0.7	-2.1	1	-5.0	-2
50	Cc1ccc(C)c(OC2=NS(=O)(=O)c3ccccc32)c1	-1.9	1	0	-0.3	-1.0	-1.0	-0.6	-1.1	1	2.0	-1
51	COc1cc(Cl)cc(C(c2c(C(=O)O)[nH]c3ccccc23)c2c(C(=O)O)[nH]c3ccccc23)c1O	1.6	0	-2	0.6	5.7*	-1.0	1.3	-0.8	-8	-0.1	1
52	O=C(NCc1nc2ccccc2[nH]1)C1=C[C@@H](C2CCCCC2)C[C@@H](OCc2ccc(CO)cc2)O1	-2.2	0	1	-0.8	-0.6	1.6	-0.8	-1.4	-2	0.3	-1
53	CCC(C(=O)NC(C)(C)C)n1c(-c2ccccc2)nc2ccccc21 (configuration not stated)	0.2	-1	-1	0.1	-0.1	-0.3	.	-1.0	0	.	-3
